PTHR1 agonist: agonists of human PTHR1 parathyroid hormone receptor. Q03431. HEK293 GP2 PTHR1 cells, GloSensor cAMP luminescence, 1 h. Potency, µM (series often up to 115 µM), inactives show at the highest dose activation, most hits filed as activators. 0.075% of 410,000 active; note: potency is the fitted concentration of half-maximal effect; nearly all actives have a fitted effect of over 55% in size; some results filed as inactive show a strong effect at the top dose; inactives centre near -15; many of its hits are not listed in these tables
Target sequence (Q03431 whole entry, looked up): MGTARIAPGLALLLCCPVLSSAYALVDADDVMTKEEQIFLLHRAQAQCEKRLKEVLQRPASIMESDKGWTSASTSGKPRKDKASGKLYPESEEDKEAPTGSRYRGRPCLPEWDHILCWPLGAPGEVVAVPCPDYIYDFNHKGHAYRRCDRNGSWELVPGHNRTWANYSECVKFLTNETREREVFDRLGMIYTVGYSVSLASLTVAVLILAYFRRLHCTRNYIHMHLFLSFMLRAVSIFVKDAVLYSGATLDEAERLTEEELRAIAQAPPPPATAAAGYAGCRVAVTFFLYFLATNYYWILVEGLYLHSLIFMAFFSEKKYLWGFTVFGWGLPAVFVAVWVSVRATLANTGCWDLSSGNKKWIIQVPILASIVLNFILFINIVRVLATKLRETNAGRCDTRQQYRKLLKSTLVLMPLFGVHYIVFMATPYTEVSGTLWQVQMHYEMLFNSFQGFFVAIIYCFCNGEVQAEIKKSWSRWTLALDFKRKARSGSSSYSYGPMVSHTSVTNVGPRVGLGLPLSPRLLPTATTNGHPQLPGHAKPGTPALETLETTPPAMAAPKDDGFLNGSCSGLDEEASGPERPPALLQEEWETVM
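HEK-293-derived GP2 cells expressing PTHR1 and a GloSensor cAMP reporter, 3,000/well, plated overnight, given luciferin plus IBMX (each 0.5 mM as added) for 1 h at 37 °C, then compound for 1 h at 37 °C. Luminescence was read after 15 min at room temperature.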
GLP1R ag: GLP-1 receptor (human) agonism; P43220; HEK293 GLP-1R CRE-luciferase, luminescence, 4-6 h; cells express a hypersensitive GLP-1R form; Potency, µM (series often up to 45.6 µM), inactives show top-dose activation, hits mostly activators; 0.007% of 380,000 active; note: potency is the fitted concentration of half-maximal effect; % of control where 0% means no effect
Target sequence (P43220 whole entry, looked up): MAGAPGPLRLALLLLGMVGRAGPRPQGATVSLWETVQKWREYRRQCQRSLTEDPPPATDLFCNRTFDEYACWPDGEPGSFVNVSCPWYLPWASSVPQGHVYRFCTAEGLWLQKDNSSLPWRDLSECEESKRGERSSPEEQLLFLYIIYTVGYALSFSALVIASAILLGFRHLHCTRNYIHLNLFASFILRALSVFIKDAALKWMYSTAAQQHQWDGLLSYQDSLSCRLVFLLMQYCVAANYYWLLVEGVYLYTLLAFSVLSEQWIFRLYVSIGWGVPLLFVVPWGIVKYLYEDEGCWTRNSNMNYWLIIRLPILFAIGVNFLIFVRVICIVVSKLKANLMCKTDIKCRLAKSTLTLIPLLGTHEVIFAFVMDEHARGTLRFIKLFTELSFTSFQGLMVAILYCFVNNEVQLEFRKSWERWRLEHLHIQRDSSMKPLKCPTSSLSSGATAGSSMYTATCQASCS
GLP1R inv ag: acts as inverse agonist at human GLP-1 receptor. P43220. HEK293 GLP-1R CRE-luciferase, luminescence, 24 h; GLP-1R form is constitutively active. Potency, µM (titrated, usually from 38.3 µM), for the others: top-dose activity change, negative = inhibition, most hits filed as inhibitors. 1.6% of 410,000 active; note: potency is the fitted concentration of half-maximal effect; % is set by controls: 0 for no effect and ±100 for the full control effect; nearly all actives have a fitted effect of over 55% in size
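Inverse agonism was detected as reduced cAMP-driven luciferase luminescence after 24 h compound treatment. The cells were HEK293 clones expressing constitutively active human GLP-1R with the reporter. Reporter-only and GPR119 cell lines served as counterscreen controls.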
Abeta rescue: compounds reversing amyloid beta toxicity in yeast; yeast expressing A-beta42, growth rescue, OD600, 48 h; response scale: 0% DMSO, 100% iron-clioquinol control; 0.063% of 410,000 active; Potency, µM (series often up to 46.1 µM), for inactives: at the highest dose growth rescue, usual class: activators; note: potency is the fitted concentration of half-maximal effect; nearly all actives have a fitted effect of over 55% in size
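Growth rescue measured by 600 nm absorbance after 48 h yeast culture at 30 C with compound. Values normalized between DMSO and an equimolar ferric chloride plus clioquinol control.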
DRD3 antagonist: blocks the human D3 dopamine receptor | D3R cells, DiscoveRx beta-arrestin luminescence, antagonist mode; hits give low values | max response, negative = inhibition, % | 2.5% of 360,000 active | AID 652054; in the data active = max response below about -50%; inconclusive = no clear call, values can overlap the other calls; note: % is set by controls: 0 for no effect and ±100 for the full control effect; mostly tested at two doses, the higher about 12 µM
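Cells plated overnight at 1500 cells/well, then exposed to library compounds with dopamine controls for 90 minutes at 37 degrees C. DiscoveRx reagent added for 30–60 minutes at room temperature; luminescence read, quantitative HTS format.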
FUS yeast rescue: FUS proteinopathy suppression in yeast. AID 1347120. S. cerevisiae FUS-expressing, growth rescue, OD600, 24 h. 0.24% of 390,000 active. Potency, µM (titrated, usually from 76.6 µM), for the others: at the highest dose growth rescue (activation), actives largely listed as activators;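 note: potency is the fitted concentration of half-maximal effect; plate controls were DMSO vehicle for no effect and reference control for full effect; nearly all actives have a fitted effect of over 55% in size; some results filed as inactive show a strong effect at the top dose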
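Steps: raffinose overnight preculture; dilution to OD 0.005 in 2% galactose minimal medium; compound addition (concentration series); 24hr at 30C, 99% humidity; absorbance read at 600 nm.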
TDP43 rescue: TDP-43 toxicity inhibition in yeast. TDP-43 expressing yeast growth rescue, BacTiter-Glo, 24 h. Potency, µM (series often up to 46.1 µM), for inactives: at the highest dose growth rescue (activation), usual class: activators. 1.8% of 410,000 active; note: potency is the fitted concentration of half-maximal effect; % of control where 0% means no effect; nearly all actives have a fitted effect of over 50% in size
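Cell-based yeast growth screen: TDP-43 expression induced in galactose, inoculum OD600=0.02 after raffinose pregrowth to mid-log. Read-out BacTiter-Glo luminescence at 24 hr, 30 deg C; inhibition of toxicity seen as signal increase.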
aSyn rescue: rescues yeast growth from alpha-synuclein toxicity; Yeast expressing alpha-synuclein, growth rescue, BacTiter-Glo, 24 h; Potency, µM (highest dose often 46.1 µM), inactives show at the top dose growth rescue (activation), most hits filed as activators; 0.14% of 370,000 active; AID 652106; note: potency is the fitted concentration of half-maximal effect; % of control where 0% means no effect; nearly all actives have a fitted effect of over 65% in size
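Screening used galactose-induced yeast with toxic alpha-synuclein levels, exposed to compound for 24 hr at 30 deg C. Cell growth, read with BacTiter-Glo luminescence, gave the measured signal.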
Akt phos inh: inhibitors of Akt phosphorylation; 0.32% of 360,000 active; Neuro2A IGF-stimulated pAkt S473 HTRF, 20 min; hits give low values; activity change, % for hits at 50 µM; AID 651550; in the data active = activity change below about -80%; inconclusive = mostly about -51% to -80%; note: % is set by controls: 0 for no effect and ±100 for the full control effect
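Neuro2A cells (4,500/well, DMEM with 0.5% FBS) were treated with compound at a single 50 µM final concentration, stimulated with 6 nM IGF for 20 min at 37 °C, and lysed. Phospho-Akt Ser473 was read by HTRF as 665/615 ratio ×10^4.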
Starred values were filed as active, the others as inactive; i = inactive; u = inconclusive; x = not tested or not shown; & = joins results of further samples; [ ] = dose if it differs, or a comment. Unless noted, calls come from the whole dose curve; as a rule, active = well fitted curve in the direction sought with a large enough effect; inconclusive = small, poorly fitted or top-dose-only effect, or another doubt; inactive = no such curve, though single readings can be large; an effect the other way counts as inactive or inconclusive. Some of the compounds tested. The share of hits here may be higher or lower than overall.

SMILES	PTHR1 agonist	GLP1R ag	GLP1R inv ag	Abeta rescue	DRD3 antagonist	FUS yeast rescue	TDP43 rescue	aSyn rescue	Akt phos inh
Cc1cccc(C(=O)NCCN2CCOCC2)c1[N+](=O)[O-]	i	4%	3%	13%	26	x	11%	1%	i
NC(=O)c1cc(S(=O)(=O)N2CCc3ccccc3C2)cs1	-7%	25%	5%	7%	7	1%	-5%	1%	i
CCN(CCO)C(=S)Nc1cc(C(=O)OC)ccc1C(=O)OC	-1%	1%	0%	-13%	35	x	0%	-4%	i
CCOC(=O)N1CCN(C(=S)Nc2ccc(C)cc2C)CC1	-4%	2%	0%	1%	-10	-5%	6%	-1%	i
CC(C)CC(COCc1ccc(Cl)cc1)N1CCN(C(=O)c2cccc(C(F)(F)F)c2)CCC1=O (configuration not stated)	-23%	3%	6%	-2%	23	32µM*	20%	11%	i
CNC(=O)CN1C(=O)COc2ccc(S(=O)(=O)N3CCCCCC3)cc21	-21%	-2%&-7%	-5%&16%	0%&-23%	12	-11%&-10%	13%&-14%	0%&-4%	i
COc1ccccc1CN(C)C(=O)c1cc(-c2cccs2)nc2ccccc12	-7%	6%	u	-13%	121	29%	0%	2%	i
Cc1cccc2c(C(=O)Nn3cnnc3)cc(-c3ccccc3Cl)nc12	-10%	1%	13%	-5%	-7	13%	-3%	2%	i
CC[C@@H](C)C(NC(=O)OC(C)(C)C)c1cn([C@@H](Cc2ccc(O)cc2)C(=O)N2CCN(C(=O)OC(C)(C)C)CC2)nn1 (some centres not stated)	i	3%	0%	-3%	9	u	2%	1%	i
N#CCCn1cc(C(N)=O)c(-c2ccc3ccccc3c2)n1	i	9%	3%	2%	-11	-2%	9%	5%	i
Cc1ccc(N2CC(C)Cn3c2nc2c3c(=O)n(CC(=O)O)c(=O)n2C)cc1 (configuration not stated)	i	-2%	6%	-9%	x	6%	4%	x	x
COc1ccc(CC2C(=O)Nc3ccc(Br)cc32)cc1OC (configuration not stated)	i	x	13%	-3%	x	22%	7%	x	x
Cc1csc(=O)n1CCC(=O)OCC(=O)Nc1ccc(Cl)cn1	-1%	1%	-1%	-13%	12	12%	0%	-1%	i
O=C(O)C1(NS(=O)(=O)c2ccc(F)c(Cl)c2)CCCCC1	i	4%	-6%	23%	3	17%	-11%	6%	x
CCOc1cc(/C=C2/C(=N)N3N=C(C)SC3=NC2=O)ccc1OS(=O)(=O)c1ccc(C)cc1	-12%	11%	u	0%	11	20%	-17%	0%	i
CN(C)Cc1ccc(F)cc1Sc1ccc(Cl)cc1Cl	-27%	-4%	u	12%	-28	x	-6%	0%	i
C=CCn1cccc(C(=O)Nc2ccc(C)c(C)c2)c1=O	-78%[inhibitor]	19%	-21%	-23%	-8	18%	-13%	-23%	i
Cc1ccc(S(=O)(=O)n2nc(C)c(S(=O)(=O)N3CCC(C)CC3)c2C)cc1	-14%	-2%	3%	-15%	x	-6%	17%	x	x
O=C(O)c1ccc(CN2CCOCC2)o1	i	1%	2%	u	3	-4%	-10%	0%	i
CC(C)C(=O)NCC(c1ccc2c(c1)OCO2)N1CCN(c2ccccc2F)CC1 (configuration not stated)	30%	x	-2%	-17%	x	-7%	-7%	x	x
Cn1c(SCC(=O)N2CCOCC2)nnc1-c1cccc(NC(=O)c2ccccc2F)c1	-65%[inhibitor][57.5 µM]	2%	-2%	20%	-14	13%	-17%	0%&-2%	i
CCc1ccccc1NC(=O)Cc1ccc(-n2c(C)nc3cccnc32)cc1	i	x	8%	-6%	x	-4%	7%	x	x
CCOc1cc(C2C(C(=O)OC)=C(C)NC3=C2C(=O)c2ccccc23)c(Br)cc1OC (configuration not stated)	-20%	x	7%	-7%	x	9%	0%[9.22 µM]	x	x
O=C(COc1cccc2cccnc12)N1CCc2ccccc21	-4%	5%	3%	6%	-9	13%	0%	-2%	i
Cc1ccc(-c2nnc(Nc3ccccc3)o2)cc1	-17%[57.5 µM]	-2%	u	-12%	-20	-10%	-3%	-11%	i
CC1CC(C)CN(c2ccc(-n3cnnn3)cc2[N+](=O)[O-])C1 (configuration not stated)	i	7%	-14%	-28%	-26	3%	u	2%	i
CCOC(=O)c1[nH]c2ccc(Br)cc2c1NC(=O)CCN1CCOCC1	-35%[inhibitor]	-2%	7%	1%	-10	-1%	18%	-1%	i
CCOc1ccc(CNC(=O)c2ccc(CSc3nc4ccncc4n3Cc3ccc(F)cc3)cc2)cc1	i	x	u	-18%	x	u	12%	x	x
O=C(c1ccco1)N1CCN(S(=O)(=O)N2CCOCC2)CC1	-7%[57.5 µM]	-3%	1%	9%	12	1%	-3%	1%	i
COc1ccc(N2CC(C(=O)N/N=C/c3ccccc3)CC2=O)cc1 (configuration not stated)	i	20%	4%	-3%	u	30%	-18%[0.397 µM]	-1%	i
Cc1ccc(NC(=O)C(=O)NCC(c2cccnc2)N2CCN(c3ccccc3F)CC2)cc1Cl (configuration not stated)	i	x	-7%	-9%	x	-12%	0%	x	x
C=CC1=CCN(S(=O)C(C)(C)C)[C@@H]1CCO (some centres not stated)	i	-1%	0%	-10%	11	-3%	-1%	1%	i
O=C(Nc1cccc(Cl)c1)N(CCCN1CCOCC1)Cc1ccccc1F	-3%[57.5 µM]	-12%	u	3%	u	17%	-3%	-5%	i
COc1ccccc1-c1sc2cc3c(cc2c1-c1ccc(OCCN2CCOCC2)cc1)OCO3	i	14%	u	2%	-4	u	22%	-33%[inhibitor]	i
COC(=O)C1=CN(c2ccc(F)cc2)C=C(C(=O)OC)C1c1ccc(O)cc1	i	u	5%	3%	-15	2%	-6%	2%	i
O=C(NC1CCCC1)C1CCCN(S(=O)(=O)c2cccc3cccnc23)C1 (configuration not stated)	-55%[inhibitor]	4%	6%	7%	-1	4%	10%	2%	i
C=CCOc1ccc(/C=C2\SC(=S)N(C(C(=O)O)c3ccccc3)C2=O)cc1 (configuration not stated)	-8%	0%	2%	7%	3	4%	-6%	-27%	i
COCCNC(=O)c1cccc(OC2CCN(Cc3cccc(SC)c3)CC2)c1	-24%	-16%	u	14%	u	-7%	3%	-1%	i
COC(=O)c1sccc1S(=O)(=O)NC(C)c1cnn(-c2ccc(OC)cc2)c1C (configuration not stated)	-5%	2%	-11%	1%	0	x	19%	-2%	i
CCOc1ccccc1N(C(=O)c1snc(C(N)=O)c1N)C(C(=O)NC1CCCC1)c1cccs1 (configuration not stated)	i	8%	u	-11%	-2	u	18%	-6%	i
CSCc1ccc(C(=O)Nc2cc(C)cc(C)c2)cc1	-29%	18%	u	6%	16	x	9%	3%	i
O=C(NCc1ccccc1Cl)c1ccc2ccccc2n1	i	u	u	-20%	-1	0%	6%	4%	i
CCOc1ccc2cc(S(=O)(=O)n3ccnc3C)ccc2c1	-17%[57.5 µM]	-16%	2%	-2%	34	2%	-2%	-2%	i
Cc1ccc2cccc(CC(=O)NN)c2c1	i	11%	u	-2%	8	2%	26%	-1%	i
Cc1ccccc1-n1nnnc1SCC(=O)NCC1(N2CCOCC2)CCCCC1	-28%	9%	u	3%	8	-3%	10%	-1%	i
Cc1cc(S(=O)(=O)N2CCN(CC(=O)N(C)Cc3ccccc3)CC2)ccc1Br	i	5%	8.9µM*	21%	10	26%	15%	6%	i
COc1cc(F)c(S(=O)(=O)Nc2c(C)n(C)n(-c3ccccc3)c2=O)cc1OC	i	x	4%	-12%	x	u	-4%	x	x
Fc1ccc(NC(=S)Nc2ccccc2Cl)cc1	-21%	0%	-2%	-6%	-17	-1%	-21%	-5%	i
Cc1cc(O)cc(=O)n1C	-12%	2%	5%	-8%	-19	-7%	-9%	-2%	i
Cc1csc(NC(=O)c2cc([N+](=O)[O-])cc([N+](=O)[O-])c2)n1	i	-2%	15%	3%	u	x	-20%	3%	i
O=C(c1cc(COc2ccc(F)cc2Cl)on1)N1CCN(C2CCCCC2)C(=O)C1	-36%[inhibitor]	11%	10µM*	-9%	8	x	20µM*	20%	i
O=C(Cc1ccccc1)Nc1ccc(CN2CCOCC2)cc1	i	-2%	23%	-31%[inhibitor]	-6	8%	-5%	2%	i
COc1ccc(OC)c(CCNC(=O)c2ccc3c(=O)[nH]c4c(C(=O)NC(C)C)sc(=S)n4c3c2)c1	-54%[inhibitor]	-4%	8%	2%	8	-2%	8%	-3%	i
O=C(CSc1ccccc1)Nc1ccccc1N1CCOCC1	-2%	13%	u	6%	3	22%	-2%	14%	i
CC1CN(CC(=O)NCc2ccc(F)cc2)CC(C)O1 (configuration not stated)	i	1%	13%	8%	8	-7%	-12%	0%	i
COc1ccc(CC(=O)NCC2CCCN(Cc3ccc(OC(F)(F)F)cc3)C2)cc1 (configuration not stated)	-23%	21%	10µM*	14%	-23	-10%	-12%	2%	i
CC1(C)NC(=O)N(CCCCOc2cccc(C(F)(F)F)c2)C1=O	-23%	11%	0%	2%	10	15%	-18%	-1%	i

Filtered by structure, those above with a furan ring, fused or not
SMILES	PTHR1 agonist	GLP1R ag	GLP1R inv ag	Abeta rescue	DRD3 antagonist	FUS yeast rescue	TDP43 rescue	aSyn rescue	Akt phos inh
O=C(O)c1ccc(CN2CCOCC2)o1	i	1%	2%	u	3	-4%	-10%	0%	i
O=C(c1ccco1)N1CCN(S(=O)(=O)N2CCOCC2)CC1	-7%[57.5 µM]	-3%	1%	9%	12	1%	-3%	1%	i

Source: PubChem BioAssay (National Center for Advancing Translational Sciences (NCATS))
